Screening results (PubChem BioAssay)
PglD inh: inhibitors of Campylobacter jejuni PglD acetyltransferase | purified PglD enzyme, DTNB colorimetric CoA detection | inhibition, % at 12.5 µM | actives 0.098% (n = 360,000) | AID 602405; in the data active means inhibition above about 16%, passing the limit was not always enough; further: strong numbers were not always called active
ARNT TACC3 PPI: ARNT/TACC3 interaction disruption; AID 623870; inhibition, % at 9.99 µM; Q9Y6A5; AlphaScreen His-ARNT PAS-B/GST-TACC3 binding, luminescence; TACC3 fragment carries E629A point mutation; actives 0.66% (n = 390,000);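 active means mean inhibition of replicates at least 50% and at least half of replicates each reaching 50%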;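 further: 0% = complete ARNT plus TACC3 wells and 100% = ARNT alone without TACC3; many hits fall short of the cut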
E-selectin induc: induces E-selectin expression in human endothelial cells; P16581; HUVEC E-selectin immunofluorescence imaging; normalized: neutral wells 0, TNF-alpha wells 100; activation, % at 7.58 µM; actives 0.37% (n = 260,000); AID 686992;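 active means mean E-selectin-positive cell signal at least 10% of the positive control, reached in at least 60% of replicates, without over 20% cell loss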;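 further: in these data hits start at about 27%; measured in HUVEC primary endothelial cells; signal is the percent of cells scored E-selectin positive by PE staining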
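Test system: HUVEC; input: 3,000 HUVEC/well; measured by: immunofluorescence imaging; read-out: % PE-positive cells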
CASP6 VEID inh: caspase-6 (human) enzyme inhibition | P55212 | purified caspase-6, Z-VEID-R110 cleavage fluorescence | inhibition, % at 12.5 µM | actives 0.53% (n = 350,000) | AID 686996;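 active means mean inhibition across replicates at least about 35%, with every replicate also reaching that limit, limit read from the data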;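 further: 0% = median of neutral control wells and 100% = no fluorescence left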
Target sequence (P55212 24-179 limits assumed): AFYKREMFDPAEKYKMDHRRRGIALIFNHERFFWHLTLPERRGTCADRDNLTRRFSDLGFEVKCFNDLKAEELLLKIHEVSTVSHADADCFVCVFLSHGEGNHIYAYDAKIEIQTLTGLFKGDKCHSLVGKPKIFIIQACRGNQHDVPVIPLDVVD
Target sequence (P55212 194-293 limits assumed): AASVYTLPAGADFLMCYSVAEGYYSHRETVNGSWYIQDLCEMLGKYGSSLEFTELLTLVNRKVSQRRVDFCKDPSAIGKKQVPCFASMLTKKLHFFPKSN
ERp5 block: inhibitors of human ERp5 | inhibition, % at 9.99 µM | Q15084 | ERp5 insulin aggregation, absorbance 650 nm, 90 min | actives 0.05% (n = 350,000);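 active means mean replicate inhibition above about 25%, with every replicate also reaching it, limit read from the data, passing the limit was not always enough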
RAD54 branch: blocks human RAD54 Holliday junction branch migration | actives 0.14% (n = 360,000) | FAM/BHQ fluorescence | inhibition, % at 10.4 µM | AID 602329;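 active means mean normalized replicate activity at least 40 and at least half of replicates scoring 40 or more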;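 further: 0% = median of neutral control wells and 100% = median of positive control wells; inhibitors cause a drop in the FAM fluorescence signal; in these data hits start at about 50%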
Target sequence (Q92698 whole entry, looked up): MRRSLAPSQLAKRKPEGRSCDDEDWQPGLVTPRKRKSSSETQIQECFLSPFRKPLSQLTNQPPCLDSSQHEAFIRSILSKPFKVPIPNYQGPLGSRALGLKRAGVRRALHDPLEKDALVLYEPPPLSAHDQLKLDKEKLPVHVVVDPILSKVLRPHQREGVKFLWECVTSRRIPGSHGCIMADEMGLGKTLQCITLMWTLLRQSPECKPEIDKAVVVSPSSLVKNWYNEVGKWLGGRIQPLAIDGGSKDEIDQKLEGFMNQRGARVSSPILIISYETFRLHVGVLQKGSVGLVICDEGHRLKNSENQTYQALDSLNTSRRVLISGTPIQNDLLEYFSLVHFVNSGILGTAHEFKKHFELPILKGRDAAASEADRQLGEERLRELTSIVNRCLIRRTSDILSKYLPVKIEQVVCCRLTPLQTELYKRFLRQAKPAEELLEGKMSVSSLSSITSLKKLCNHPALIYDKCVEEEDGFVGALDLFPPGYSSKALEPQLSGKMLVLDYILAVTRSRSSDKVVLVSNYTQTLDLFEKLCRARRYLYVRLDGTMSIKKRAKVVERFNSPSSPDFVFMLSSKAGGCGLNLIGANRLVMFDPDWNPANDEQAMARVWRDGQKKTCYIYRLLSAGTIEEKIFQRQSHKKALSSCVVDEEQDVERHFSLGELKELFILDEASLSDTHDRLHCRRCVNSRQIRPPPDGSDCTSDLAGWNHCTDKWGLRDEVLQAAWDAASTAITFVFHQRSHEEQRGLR
esBAF inh: inhibitors of esBAF chromatin remodeling in mouse ES cells; AID 602393; reporter increase, % at 12.5 µM; actives 2% (n = 350,000); Bmi1-luciferase knock-in reporter, 24 h; 100% = twice the neutral-well signal; in the data active means activation above about 40%;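 further: 0% = median of the plate's neutral control wells and 100% = double that signal; a rise in the Bmi1 reporter signal indicates esBAF inhibition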
RAD52 inh: blocks human RAD52 DNA annealing | P43351 | recombinant RAD52 DNA annealing, FRET fluorescence | inhibition, % at 18.7 µM | actives 0.46% (n = 360,000) | AID 651710;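 active means every replicate showing at least 50% inhibition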
* = called active by the depositor; / = no result given. Not a hit list; overall some 3.2% were active at least once.

SMILES	PglD inh	ARNT TACC3 PPI	E-selectin induc	CASP6 VEID inh	ERp5 block	RAD54 branch	esBAF inh	RAD52 inh
CCCNC(=O)Nc1ccc2c(c1)C(=O)N(C)C[C@H](OC)[C@@H](C)CN(CCC)[C@H](C)CO2	4	5	-0.2	0	-6	-6	2	-8
Cn1cccc1/C=N/NC(=O)C(O)c1ccccc1 (centres undefined)	6	-4	8.2	1	2	2	9	-11
COc1ccc(NC(=O)Cn2nnc(C(=O)NCc3cccs3)c2N)cc1OC	4	-2	/	7	/	5	11	-2
C[C@@H]1CCCCO[C@@H](CN(C)C(=O)c2ccccc2)[C@@H](C)CN([C@@H](C)CO)C(=O)c2cc(NS(=O)(=O)c3ccc(F)cc3)ccc2O1	3	14	0.2	-1	-9	-7	-3	2
Cn1c(=O)n(Cc2ccco2)c(=N)c2c3c(sc21)CCCC3	/	-5	/	1	-3	/	/	-16
O=C(NCc1cccc(Cl)c1)c1ccncc1	2	12	-0.1	0	2	5	/	-5
CCC(CC)C(=O)Nc1nnc(S(=O)(=O)N2CCCc3ccccc32)s1	-1	-5	0.4	2	-3	-10	-44	-60
CC(C)C(=O)Nc1ccc2c(c1)C(=O)N(C)[C@@H]1CC[C@H](CC(=O)NC3CCCC3)O[C@H]1CO2	0	-4	0.1	0	-5	-4	3	-10
C[C@H]1CN([C@@H](C)CO)C(=O)Cc2cc(NC(=O)Cn3cnnn3)ccc2O[C@@H]1CN(C)S(=O)(=O)c1ccc(F)cc1	-3	3	0.6	-2	15	8	3	-8
O=C1/C(=C/c2ccc(N3CCOCC3)o2)SC(=Nc2ccccc2)N1CCc1c[nH]c2ccccc12	-2	8	/	/	/	-6	-34	/
Oc1ccc(/C=C/c2cnccn2)cc1	/	/	1.3	3	1	/	/	-6
COc1ccc(C(C(=O)NC2CCCC2)N(C(=O)c2ccoc2C)c2ccccc2)cc1 (centres undefined)	-7	0	/	-3	-2	-7	/	-12
Cc1nn(C(C)(C)C)c(OC(=O)C2CCCC2)c1S(=O)(=O)c1ccccc1	6	-18	/	/	/	-2	11	/
Cc1cccc(-c2ccc(C3[C@@H]4CN(C(=O)Cc5ccncc5)C[C@H]3N4)cc2)c1 (some centres undefined)	/	/	0.2	-22	7	/	/	32
C[C@@H]1CN([C@H](C)CO)S(=O)(=O)c2ccc(-c3ccncc3)cc2O[C@H]1CN(C)C(=O)Nc1ccc(C(F)(F)F)cc1	0	2	1.2	0	6	3	9	-3
CCCCC1=CC2=CC(=O)C(C)(OC(=O)CC)C(=O)C2=CN1CCc1ccccn1 (centres undefined)	3	8	0.1	2	-7	-13	0	-103
CC(C)Cn1c(N)c(C(=O)COC(=O)C2CCCCC2)c(=O)n(C)c1=O	-1	1	/	/	/	-20	11	/
C[C@H]1CN([C@@H](C)CO)C(=O)Cc2cc(NC(=O)Cn3cnnn3)ccc2O[C@H]1CN(C)S(=O)(=O)c1cccs1	2	/	-3.4	1	-1	-8	1	-1
O=C(CCNC(=O)c1ccc(Br)cc1)Nc1ncccc1O	-1	11	0.5	3	-1	-2	/	-28
CNC[C@@H]1Oc2ccc(NS(=O)(=O)c3ccc(Cl)cc3)cc2CC(=O)N([C@H](C)CO)C[C@@H]1C	1	2	0.5	-1	-4	-4	3	4
Nc1ccc(NC(=O)NC2CCCCC2)cc1[N+](=O)[O-]	2	0	0.1	-4	-1	-1	/	-20
O=C(O)CNS(=O)(=O)c1ccc2c(c1)Cc1cc(S(=O)(=O)NCC(=O)O)ccc1-2	3	-10	-0.1	0	-4	6	-1	-11
CC(Sc1nnc(CC(C)c2ccccc2)n1N)C(N)=O (centres undefined)	3	3	0.2	0	1	-14	-3	-14
CCCc1c(C(=O)Nc2cc(C(C)(C)C)on2)cnn1-c1ccccc1	/	-6	5.0	0	0	/	13	0
Cn1nc(C(=O)Nc2cccc(C(=O)NC3CC3)c2)c2ccccc2c1=O	1	-2	/	3	-6	-3	10	4
CC(=O)c1ccc(NC(=O)COC(=O)c2nc(Cl)ccc2Cl)cc1	/	1	-0.1	3	2	/	/	-9
CCOc1ccc(C(=O)N(Cc2ccc(N(C)C)cc2)C2CCS(=O)(=O)C2)cc1 (centres undefined)	3	2	/	/	/	6	-8	/
O=S(=O)(c1ccccc1)c1cnc(-c2cccnc2)nc1-c1ccccc1	-2	-6	/	/	/	13	-3	/
CCc1cc(=O)oc2c(C)c(OCC(=O)N3CCC(C(=O)O)CC3)ccc12	-1	-1	/	1	3	7	7	1
CCOc1ccc(OCc2ccc(C(=O)N3CCOCC3)cc2)cc1	1	-7	/	/	/	-2	35	/
COCC#Cc1ccc([C@@H]2[C@@H](CO)N3C(=O)CN(C(=O)C4CCCC4)C[C@H]23)cc1	/	/	-0.6	2	-1	/	/	-8
Clc1cccc(-c2nc3c4ccccc4ccn3c2Cc2ccsc2)c1	-1	/	0.2	-3	1	-5	-3	-72
CC1=C(c2ccccc2)[N+](=O)C2(CCCC2)N1[O-]	-2	-3	/	/	/	0	1	/
C[C@@]12C(=O)OC(=O)[C@]1(C)C1CCC2O1	4	-4	-0.6	-9	6	3	-25	15
COCCNC(=O)[C@@H]1[C@@H](CO)[C@@H]2Cn3c(ccc(-c4ccccc4F)c3=O)[C@@H]2N1C(=O)C1CCC1	/	/	-0.2	-1	-3	/	/	-7
CCOc1ccc(NC(=O)CN2C(=O)NC(CCSC)C2=O)cc1 (centres undefined)	/	-1	-0.2	0	1	/	/	6
COc1cc(C(C)=O)ccc1OCC(=O)Nc1cc(C)on1	-3	2	/	1	-1	-1	27	-7
COCC(=O)N1CC(=O)N2[C@H](CO)[C@H](c3ccc(C#CC4CCCC4)cc3)[C@H]2C1	/	/	0.0	2	7	/	/	-11
COc1cc2c(cc1OC)CN(c1nc(-c3cccnc3)nc3ccccc13)CC2	3	3	/	/	-4	-6	-3	-44
CCc1noc(C)c1C(=O)Nc1nc2ccc(OC)cc2s1	/	/	0.4	4	-1	/	26	-8
CCCCCOc1ccc(C(=O)OCC(=O)Nc2cc(C)c(C)cc2[N+](=O)[O-])cc1	/	3	/	4	0	/	1	5
O=C(NCc1ccc(F)cc1)c1cc2ccccn2n1	-2	-2	/	2	7	12	14	-10
COc1ccc(S(=O)(=O)Nc2ccc3c(c2)CC(=O)N([C@@H](C)CO)C[C@@H](C)[C@H](CN(C)S(=O)(=O)c2ccc(Cl)cc2)O3)cc1	-3	5	0.0	-2	-1	-2	-2	18
O=C(O)c1ccccc1Nc1ccc([N+](=O)[O-])cc1C(=O)O	-9	-6	2.7	-2	1	3	/	-12
O=C(Nc1nc(-c2cccs2)cs1)c1ccc(Cl)s1	-7	-2	/	3	9	1	33	-15
CN1C(=O)c2cc(NS(C)(=O)=O)ccc2OC[C@H]2O[C@H](CC(=O)NCc3ccccc3)CC[C@H]21	2	-1	0.0	1	-1	-1	1	-1
O=C(Nc1ccc(Br)cc1)c1ccc2c(c1)OCO2	11	-1	0.0	-3	3	-5	12	-6
CC1=C(C(=O)OCc2ccccc2)C(c2ccccc2)NC(=O)N1CCCC(=O)O (centres undefined)	-2	16	0.0	-3	10	1	2	-6
O=C(Nc1nnc(Cc2ccc(Cl)cc2)s1)c1ccncc1	9	/	/	-1	-10	-6	/	-14
CN(Cc1nc(-c2cccnc2)no1)S(=O)(=O)c1ccc2ccccc2c1	5	3	/	/	/	7	-2	/
COc1cccc(C(C(=O)NCc2ccco2)N(Cc2ccco2)C(=O)Cn2nnc3ccccc32)c1 (centres undefined)	-15	-8	/	/	/	-11	2	/
O=C(Nc1ccc(Br)cc1F)c1cccnc1	2	-7	0.1	-1	5	5	27	-9
COc1ccccc1/C=C/C(=O)OCC(=O)c1cc(C)n(C)c1C	3	/	/	3	-1	-4	4	-23
O=C1C(=O)N(Cc2cccnc2)C(c2cccc([N+](=O)[O-])c2)/C1=C(/O)c1ccc2c(c1)OCO2 (centres undefined)	6	-2	0.4	-8	1	-3	4	-8
O=C(CSc1ccc(-c2ccco2)nn1)c1ccccc1	-2	4	-0.5	1	-7	-4	/	-8
O=C(NCc1nc(-c2ccccc2)no1)Nc1ccc(F)cc1	/	2	/	-3	3	/	/	6
CCOC(=O)C1CCCN1C(=O)C1(NC(C)=O)CCCC1 (centres undefined)	0	-4	2.5	-2	7	-6	-3	-5
Cc1cccc(C)c1NC(=O)N1CCC(C(=O)c2ccc(F)cc2)CC1	-3	-5	0.8	-2	5	0	-3	0
Cc1c(S(=O)(=O)N2CCCC2)c(=O)n(C)c(=O)n1C	0	-2	-1.0	10	0	-4	-2	2
Cc1ccc(S(=O)(=O)N2CCN(C(=O)CSc3nncs3)CC2)cc1	4	-4	/	5	-5	-4	/	11

Three structures from above, arranged by molecular weight, falling:
SMILES	PglD inh	ARNT TACC3 PPI	E-selectin induc	CASP6 VEID inh	ERp5 block	RAD54 branch	esBAF inh	RAD52 inh
CC1=C(C(=O)OCc2ccccc2)C(c2ccccc2)NC(=O)N1CCCC(=O)O (centres undefined)	-2	16	0.0	-3	10	1	2	-6
O=C(Nc1nnc(Cc2ccc(Cl)cc2)s1)c1ccncc1	9	/	/	-1	-10	-6	/	-14
O=C(Nc1nc(-c2cccs2)cs1)c1ccc(Cl)s1	-7	-2	/	3	9	1	33	-15

(list continues)
SMILES	PglD inh	ARNT TACC3 PPI	E-selectin induc	CASP6 VEID inh	ERp5 block	RAD54 branch	esBAF inh	RAD52 inh
CCC(CC)c1nnc(NC(=O)CN2C(=O)C3C4C=CC(C4)C3C2=O)s1 (centres undefined)	-5	-3	/	/	/	0	-2	/
S=c1[nH]c2ccccc2n2c(=S)[nH]nc12	-6	24	0.0	1	-2	6	-8	-26
COCc1c(C)cc(C)c(/C=N/O)c1C	3	-3	/	/	/	-17	-1	/
CCOC(=O)c1c(-c2ccc(OC)cc2)csc1NC(=O)CCN1C(=O)c2ccccc2C1=O	-1	2	/	-1	12	1	4	-30
CC(=O)N1[C@H](CNC(=O)CN(C)C)[C@@H](c2ccc(C3=CCCC3)cc2)[C@@H]1CO	1	-4	-0.1	/	/	7	1	/
CCOc1ccc(OCC(=O)N2CCC3(CC2)CC(=O)c2ccccc2O3)cc1	1	-2	0.0	1	3	4	/	-8
CN(Cc1cccs1)C(=O)COc1cccc2c1OC(C)(C)C2	/	-6	0.0	5	2	/	/	-3
CCOC(=O)N1CCN(S(=O)(=O)c2ccc(C)c(C)c2)CC1	0	2	/	/	/	-1	-8	/
CC(/C=C/C=C/c1ccccc1)=N\NC(=O)c1cccnc1	/	2	/	-1	-2	/	/	-18
COCCCn1c(-c2ccco2)nc2ccccc2c1=O	5	-7	/	/	/	-5	-2	/
CC(C)Cc1nnc(NC(=O)CCC(=O)N2CCN(C3CCCC3)CC2)s1	-2	2	/	1	-4	-4	2	0
O=c1c2ccccc2nc(N/N=C/c2c(O)ccc3ccccc23)n1O	-12	44	/	/	/	-9	-3	/
NNC(=O)CNC(=O)c1cccc(Br)c1	0	-2	/	-2	-10	-5	-5	0
CC(=O)Oc1c(/C=C(\C#N)C(N)=O)[nH]c2ccccc12	4	21	/	18	6	-51	-1	-139
[O-][n+]1onc2c3ccnnc3ccc21	-1	-2	/	/	/	0	2	/
COc1ccccc1OCCNC(=O)c1ccc2c(c1)CCC2	-5	3	/	1	1	-5	49*	-12
O=P(O)(O)CP(=O)(O)O	-10	-5	/	/	/	2	-4	/
Fc1ccccc1-c1nc(-c2ccc(-c3nn[nH]n3)cc2)no1	3	3	-0.1	3	-4	-12	34	-21
C[C@H](CO)N1C[C@H](C)[C@H](CN(C)C(=O)Nc2ccc(N3CCCCC3)cc2)OCc2cn(nn2)CCCC1=O	0	5	-0.1	1	0	-9	-1	-6

esBAF inh: hit marks shown above.
structure	PglD inh	ARNT TACC3 PPI	CASP6 VEID inh	ERp5 block	esBAF inh	RAD52 inh
COc1ccccc1OCCNC(=O)c1ccc2c(c1)CCC2	-5	3	1	1	49*	-12

Grouped by structure: the entries above with a tert-butyl group.
SMILES	PglD inh	ARNT TACC3 PPI	E-selectin induc	CASP6 VEID inh	ERp5 block	RAD54 branch	esBAF inh	RAD52 inh
Cc1nn(C(C)(C)C)c(OC(=O)C2CCCC2)c1S(=O)(=O)c1ccccc1	6	-18	/	/	/	-2	11	/
CCCc1c(C(=O)Nc2cc(C(C)(C)C)on2)cnn1-c1ccccc1	/	-6	5.0	0	0	/	13	0
